# Compound activity deposited in PubChem BioAssay by several laboratories.
# NTR1 agonist = NTR1-driven beta-arrestin-GFP spot formation – imaging, U2OS cells, high content, primary screen (AID 493036). agonist mode. activation, % at 20 µM. 330,000 tested, 0.17% active;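 active = activation at or above 40% of the spot to cytoplasm intensity ratio, with at least 20 cells analyzed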;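 note: 0% = DMSO without peptide and 100% = 100 nM NTR1 peptide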
# Target sequence (P30989 whole entry, looked up): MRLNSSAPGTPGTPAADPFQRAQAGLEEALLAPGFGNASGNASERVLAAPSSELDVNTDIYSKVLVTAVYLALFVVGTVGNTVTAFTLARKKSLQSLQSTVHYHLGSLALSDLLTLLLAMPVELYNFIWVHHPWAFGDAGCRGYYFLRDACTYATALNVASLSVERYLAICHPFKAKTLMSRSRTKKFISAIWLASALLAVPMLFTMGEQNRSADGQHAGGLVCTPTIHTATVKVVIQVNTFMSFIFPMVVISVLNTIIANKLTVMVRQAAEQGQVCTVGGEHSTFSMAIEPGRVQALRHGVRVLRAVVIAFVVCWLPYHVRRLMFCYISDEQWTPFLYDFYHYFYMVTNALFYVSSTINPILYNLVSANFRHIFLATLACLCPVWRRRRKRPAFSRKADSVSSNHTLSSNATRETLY
# Yfh1-off respiration = enhancers of respiration in Yfh1-depleted yeast, dose response, Friedreich's ataxia, plus single-dose screen (AID 1465). S. cerevisiae Yfh1-off respiration, WST-1 reduction, 72 h; higher fold induction means a stronger effect. fold induction at 50 µM, or EC50 in µM where a hit was titrated. 220,000 tested, 0.074% active;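 active = fold induction of absorbance versus untreated yeast above a set limit, then at least 30% activation at any dose in follow-up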;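 note: activators that raise dye reduction in frataxin-depleted yeast; strong numbers were not always called active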
# KOR beta-arrestin-1 = kappa opioid receptor activators – cell-based, luminescence, uHTS, primary screen (AID 1777); activation, % at 10 µM; hits with a dose series show EC50 in µM; 280,000 tested, 0.02% active; KOR beta-arrestin recruitment, luminescence; higher % means a stronger effect; in the data active = activation above about 50%, passing the limit was not always enough; note: a part of the inactive calls stands beside numbers as strong as those of hits
# KOR beta-arrestin-2 = kappa opioid receptor blockers – cell-based, luminescence, uHTS (AID 1778); KOR beta-arrestin recruitment, luminescence, antagonist mode; higher % means a stronger effect; 290,000 tested, 0.091% active; inhibition, % at 10 µM; hits with a dose series show IC50 in µM; note: strong numbers were not always called active
# NOD1 inhibition = inhibition of NOD1-driven NF-kB reporter – cell-based, luminescence, uHTS, primary screen (AID 1578); 290,000 tested, 1% active; NOD1-driven NF-kB luciferase reporter cells, luminescence; higher % means a stronger effect; inhibition, % at 4 µM, or EC50 in µM where a hit was titrated; in the data active = inhibition mostly above about 36%, no sharp cut-off; inactive = mostly below about 34%;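 note: HEK-293T reporter cells stimulated with the NOD1 agonist gamma-tri-DAP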
# CSM14.1 death rescue = protection against thapsigargin-triggered cell killing – 384-well, CSM14.1, ATP luminescence, primary screen (AID 1222). CSM14.1 thapsigargin-induced death rescue, ATP luminescence; higher % means a stronger effect. one-dose cellular ATP content (survival), % at 20 µM; EC50 in µM for titrated hits. 190,000 tested, under 10 active;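 active = EC50 below 50 µM in the dose-response confirmation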;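 note: death triggered by thapsigargin at about 15 µM added after 2 h compound pretreatment; cell ATP read after overnight thapsigargin exposure of roughly 18 to 22 hours; normalized against plate controls of thapsigargin alone and 5% DMSO vehicle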
# GPR55 activation = selective activators of receptor GPR55 – imaging, U2OS cells, beta-arrestin-GFP redistribution, primary screen (AID 1961); 290,000 tested, 0.048% active; U2OS GPR55 beta-arrestin-GFP redistribution imaging; higher % means a stronger effect; one-dose activation, % at 10 µM; EC50 in µM for titrated hits;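 active = activation above 40% with more than 50 cells counted in the well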;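 note: U2OS osteosarcoma cells stably expressing GPR55 and beta-arrestin-GFP; plate controls were DMSO negative control for no effect and LPI positive control for full effect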
# HEK293 NOD2/NF-kB = NOD2 signaling inhibitors, cell-based, luminescence, uHTS, HEK293 (AID 1566); HEK293 NOD2/NF-kB luciferase reporter, luminescence; higher % means a stronger effect; inhibition, % at 4 µM; hits with a dose series show EC50 in µM; 290,000 tested, 0.63% active; note: many of its hits are not listed in these tables
# TNAP activators = stimulation of alkaline phosphatase TNAP activity – biochemical, luminescent, no phosphate acceptor, uHTS, primary screen (AID 1001). purified TNAP, luminescent activation assay, no phosphate acceptor; higher activation fold means a stronger effect. activation fold at 20 µM; hits with a dose series show EC50 in µM. 200,000 tested, 0.03% active; in the data active = activation fold from about 3, or a potency from the dose series; inactive = the rest, 99 in 100 with activation fold below about 1.6; note: many of its hits are not listed in these tables
# NTR1 agonist cell count 20 µM = second read-out of NTR1 agonist, no call of its own (marks repeat the call); cell count; measured here: cell count, cytotoxicity flag
# Numbers without * were called inactive; i = inactive; nt = no result given; [ ] = remark or other dose. Cut-off read from the data, not from the text of the source, unless noted: active = inhibition above about 50%; inactive = the rest. An excerpt (hit frequency here may not be typical).
# Every second line gives: NTR1 agonist, NTR1 agonist cell count 20 µM, Yfh1-off respiration, KOR beta-arrestin-1, KOR beta-arrestin-2, NOD1 inhibition, CSM14.1 death rescue, GPR55 activation, HEK293 NOD2/NF-kB, TNAP activators
> C1=C(CCNCC2CC2)CCCC1
→ -0.2, 60, i, 2.5%, -36%, -35%, -1.8%, 0.0%, -25%, 1.1
> CCOc1ccccc1Oc1c(C)oc2cc(OC(=O)c3ccco3)ccc2c1=O
→ 4.1, 47, i, -0.3%, -1%, 15%, 0.8%, 0.2%, 15%, 1.1
> Cn1c(=O)oc2cc(S(=O)(=O)Nc3ccccc3)ccc21
→ 0.1, 49, i, -3.3%, 11%[20 µM], 42%, -0.7%, -0.3%, 16%, 1.1
> OCC(O)CNC(=S)NC1CCCCC1 (stereo not drawn)
→ 1.0, 33, i, -0.5%, -9%, -18%, -0.2%, -0.2%, -3%, 1.1
> CC1CN(c2cnn(C(C)C)c(=O)c2Cl)CC(C)O1 (stereo not drawn)
→ 0.6, 72, nt, -2.3%, 18%, -1%, nt, 1.0%, 12%, nt
> Cc1ccc(NC(=O)CN2c3cccc4cccc(c34)S2(=O)=O)cc1S(=O)(=O)N1CCOCC1
→ -0.9, 56, i, 7.8%, -34%, -8%, 0.5%, 0.5%, 25%, 1.1
> COC(=O)c1cn(NC(=O)C2CCCCC2)c(=O)c2ccccc12
→ -0.9, 84, i, 3.3%, -37%, 12%, -3.1%, 0.0%, 1%, 1.1
> O=C(/C=C/c1ccccc1)c1ccc2c(c1)OCCCCO2
→ 6.0, 74, i, 0.7%, 1%, 0%, -3.7%, -0.1%, -137%, 1.1
> O=C(Cc1cccs1)Nc1nnc(SCC(=O)NC2CCCCC2)s1
→ 2.2, 95, i, -0.8%, -21%, 7%, 2.0%, -1.0%, 10%, 1.1
> O=C(O)CCCCCNS(=O)(=O)c1ccc2c3c(cccc13)C(=O)N2
→ -0.4, 62, nt, -0.7%, 1%, -5%, nt, -0.2%, 15%, nt
> COc1ccccc1Nc1cc(C(=O)N2CCc3ccccc3C2)c2ccccc2n1
→ -0.3, 80, i, -1.4%, 24%, -22%, nt, 9.4%, -6%, 1.2
> COc1ccc(C2=NN(CC(=O)NCc3ccco3)C(=O)CC2)cc1
→ -0.5, 42, i, 3.0%, 4%, -7%, -1.5%, -0.2%, 6%, 1
> C=CCOc1c(Cl)cc(CNc2ccc(N(C)C)cc2)cc1OC
→ 6.0, 55, i, -2.5%, -47%, 27%, 0.3%, -0.1%, -3%, 1
> COc1ccc(OCCn2c(=N)n(CCO)c3ccccc32)cc1
→ -2.4, 68, i, -10%, -29%, 8%, -1.8%, 0.3%, 6%, 1
> NC(=O)N/N=C/c1ccc(N2CCOCC2)s1
→ -0.3, 61, i, 4.3%, 16%, 1%, -3.6%, -0.4%, 0%, 0.9
> CCOC(=O)C1=C(CNCc2ccc(F)cc2)NC(=O)NC1c1cccc([N+](=O)[O-])c1 (stereo not drawn)
→ 5.7, 57, i, 1.1%, -37%, 21%, -0.4%, -0.9%, 3%, 1
> COc1ccc(C(CNC(=O)Cc2c(F)cccc2Cl)N2CCCCC2)cc1 (stereo not drawn)
→ 0.0, 59, i, 1.3%, -30%, -16%, 3.3%, -0.2%, -3%, 1.1
> Cn1c(N)c(C(=O)COC(=O)CC(NC(=O)c2ccccc2Cl)c2ccccc2)c(=O)n(C)c1=O (stereo not drawn)
→ 0.8, 56, i, 2.6%, -37%, 17%, -1.6%, 0.0%, 23%, 1
> COc1ccc(OC)c(CNn2c(-c3ccccc3F)nc3ccccc3c2=O)c1
→ -0.7, 31, i, -5.8%, 12%, -24%, -0.8%, 0.2%, -3%, 1.1
> N=c1oc2ccc(Cl)cc2cc1C(=O)Nc1ccc(F)cc1
→ 0.2, 51, nt, 1.8%, -7%, -8%, nt, 0.3%, -14%, nt
> COc1ccc(C2OC34CCCCC3C(C#N)(C#N)C2(C#N)C(=N)O4)cc1 (stereo not drawn)
→ 0.5, 49, i, 1.9%, -38%, -7%, -1.6%, 0.3%, 9%, 1.1
> c1ccc(-c2ccccc2OCCCCN2CCCCC2)cc1
→ 0.8, 73, i, -2.4%, -17%, -17%, -2.7%, 0.0%, 2%, 1.1
> O=C(NS(=O)(=O)Oc1ccc(Cl)cc1)OC[C@@H]1CCCN2CCCC[C@H]12
→ -1.6, 52, i, 1.8%, 3%, -15%, 1.6%, -0.1%, 18%, 1.1
> O=C(CN1C(=O)C(=O)N(Cc2ccco2)C1=O)c1c[nH]c2ccccc12
→ -0.4, 63, i, -3.1%, 2%, -2%, nt, 0.6%, 11%, nt
> N/C(=N\OC(=O)COc1ccc(Cl)cc1Cl)c1ccccn1
→ -0.2, 77, i, nt, 22%[20 µM], -22%, 1.0%, -0.1%, -251%, 1
> CC1(C)CC(=O)c2cc(OCC(=O)NCC3CCCO3)ccc2O1 (stereo not drawn)
→ -0.2, 65, i, -0.8%, 34%, 10%, 0.3%, -0.1%, 1%, 1.1
> O=C(NCc1ccccc1)c1ccc(NC2=NC3CS(=O)(=O)CC3S2)cc1 (stereo not drawn)
→ -0.2, 49, nt, -2.0%, -19%, -14%, nt, -0.1%, 4%, nt
> O=c1c2ccccc2nc(SCc2nnc(-c3ccccc3)o2)n1-c1ccc(F)cc1F
→ 3.0, 43, i, nt, -2%, -11%, 2.6%, 0.6%, 11%, 1.1
> CC(=O)NC(CC(=O)NCCCn1ccc2ccccc21)c1ccccc1 (stereo not drawn)
→ 2.9, 45, nt, -2.5%, 4%, -22%, nt, 0.2%, 5%, nt
> O=C(CCc1ccccc1)NNC(=O)c1ccccn1
→ -0.9, 36, i, -1.4%, -10%, -3%, 0.9%, -0.2%, 18%, 2.6
> COC(=O)[C@H](C)NC(=O)Nc1ccc(S(N)(=O)=O)cc1
→ -1.2, 56, i, -6.7%, -21%, -16%, 1.4%, -0.2%, -8%, 1.1
> Cc1ccc2nc(/C(C#N)=C\c3ccc(Oc4ccc([N+](=O)[O-])cn4)cc3)[nH]c2c1
→ nt, nt, i, 1.7%, -36%, -35%, 1.5%, -0.3%, -13%, 1
> COC(=O)C(CO)NC(=O)C1CCCN1C(=O)CNC(=O)OCc1ccccc1 (stereo not drawn)
→ -0.5, 56, nt, -2.9%, -5%, 6%, nt, 0.6%, -32%, nt
> CC(NC(=O)Cc1ccsc1)c1ccc(Cl)cc1Cl (stereo not drawn)
→ -0.3, 41, nt, 1.2%, 0%, 23%, nt, -0.1%, -18%, nt
> Cc1ccc(NS(=O)(=O)c2ccc(N/N=C/c3ccccc3OCC(=O)O)c([N+](=O)[O-])c2)c(C)c1
→ 1.4, 72, i, 5.0%, -11%, -7%, nt, 0.0%, 4%, nt
> Cc1ccc(C)n1CCN1CCN(CC(=O)Nc2cc(C(F)(F)F)ccc2Cl)CC1
→ nt, nt, i, 4.7%, -27%, nt, 2.0%, -0.1%, 5%, 1.1
> Cc1ccccc1OCc1nnc(SCC(=O)O)n1-c1ccccc1
→ -1.3, 56, nt, -1.9%, -12%[20 µM], -34%, nt, 0.0%, -8%, nt
> Cc1nnc(SCC(=O)N2c3ccccc3Sc3ccccc32)n1N
→ -0.3, 51, i, -0.6%, -2%, -9%, -2.4%, -0.1%, 9%, 1.1
> Cc1ccc(Cl)cc1N(CC(=O)N1CCOCC1)S(C)(=O)=O
→ -0.1, 59, nt, -2.3%, -45%[20 µM], -16%, nt, 0.1%, 13%, nt
> Cc1ccc(C(=O)Nc2ccc3c(c2)OCCO3)c(C)c1
→ -0.4, 65, nt, -2.4%, -23%[20 µM], 41%, nt, 0.3%, -88%, nt
> CCN(CC)C(=O)CSC1=C(C#N)C(c2ccco2)C(C(=O)OCCOC)=C(C)N1 (stereo not drawn)
→ -0.6, 60, i, -0.1%, -3%, 5%, 1.6%, 0.3%, 11%, 1.1
> COc1ccc(NC(=O)C2C3C=CC4(O3)C2C(=O)N(CCN2CCCCC2C)C4C(=O)NC2CCCCC2)cc1 (stereo not drawn)
→ -1.6, 54, nt, 4.1%, -9%, -9%, nt, 0.0%, 8%, nt
> COc1cccc(NC(=O)CSc2nnc3c(n2)[nH]c2ccc(C)cc23)c1
→ -1.2, 42, nt, 2.5%, 6%, -21%, nt, 1.9%, 6%, nt
> COc1ccc(C)cc1S(=O)(=O)Nc1cc(Cl)ccc1Cl
→ 0.8, 51, i, -5.8%, 3%, -3%, -6.9%, -0.1%, -3%, 1.1
> NC(=S)NNC(=O)Nc1cccc(Cl)c1
→ -0.6, 52, i, -1.8%, -14%, -14%, -1.6%, 0.6%, 12%, 1.3
> O=C(CN(CCc1ccccc1)C(=O)c1csnn1)NC1CCCC1
→ 0.8, 47, i, -2.9%, 1%, -24%, 0.1%, -0.2%, 8%, 1
> ClC(Cl)(Cl)c1nc(N/N=C/c2ccncc2)c2ccccc2n1
→ 0.5, 48, i, 6.0%, -71%, 19%, -1.5%, 0.3%, 28%, 1
> CCN(CC)c1ccc2nc3c4ccccc4c(=O)cc-3oc2c1
→ 19, 61, nt, -1.9%, 33%, -3%, nt, <0.5µM*, -58%, nt
> Cn1nnnc1SCC(=O)NC1CCCC1
→ 1.1, 53, nt, 2.4%, 18%, 41%, nt, 1.3%, 10%, nt
> Cc1cccc(-n2c(C)nc3sccc3c2=O)c1
→ 0.7, 92, i, 11%, -47%, 40%, -1.7%, 0.2%, -11%, 1
> Cc1cc(=O)oc(C)c1C(=O)N1CCCCC1
→ 4.3, 27, i, -1.6%, 9%, 19%, 2.3%, -0.1%, 22%, 1.1
> CCOC(=O)c1sc(=NC(=O)C2CC2)n(C)c1C
→ 3.2, 54, i, 0.1%, -7%, -36%, nt, 0.0%, 4%, 1.1
> Cc1cc(C)c(S(=O)(=O)Cc2ccc(Cl)cc2)c(=O)[nH]1
→ 0.3, 23, i, 5.4%, -23%, -9%, nt, 0.6%, -19%, 1
> Cn1c(N)c(C(=O)COC(=O)c2ncc(Cl)c(Cl)c2Cl)c(=O)n(C)c1=O
→ 5.8, 46, i, -4.2%, 1%, -24%, -1.0%, -0.5%, 0%, 1
> Cn1[nH]c(C(F)(F)F)cc1=O
→ -0.4, 83, i, -1.7%, 25%, -25%, nt, 0.2%, 8%, 1.1

# Arranged by heavy-atom count (lowest first): some entries from above.
# Every second line gives: NTR1 agonist, NTR1 agonist cell count 20 µM, Yfh1-off respiration, KOR beta-arrestin-1, KOR beta-arrestin-2, NOD1 inhibition, CSM14.1 death rescue, GPR55 activation, HEK293 NOD2/NF-kB, TNAP activators
> NC(=S)NNC(=O)Nc1cccc(Cl)c1
→ -0.6, 52, i, -1.8%, -14%, -14%, -1.6%, 0.6%, 12%, 1.3
> Cc1cccc(-n2c(C)nc3sccc3c2=O)c1
→ 0.7, 92, i, 11%, -47%, 40%, -1.7%, 0.2%, -11%, 1
> COC(=O)[C@H](C)NC(=O)Nc1ccc(S(N)(=O)=O)cc1
→ -1.2, 56, i, -6.7%, -21%, -16%, 1.4%, -0.2%, -8%, 1.1
> O=C(/C=C/c1ccccc1)c1ccc2c(c1)OCCCCO2
→ 6.0, 74, i, 0.7%, 1%, 0%, -3.7%, -0.1%, -137%, 1.1
